# High-throughput results (PubChem)
# SIRT5 inh: blocks human SIRT5 desuccinylation of peptide; Q9NXA8; Purified SirT5, succinyl-peptide AMC, trypsin-coupled fluorescence; inhibition, % at 15 µM; 1.1% of 330,000 active; in the data active = inhibition above about 15%; inconclusive = no clear call, values can overlap the other calls
# Target sequence (Q9NXA8 whole entry, looked up): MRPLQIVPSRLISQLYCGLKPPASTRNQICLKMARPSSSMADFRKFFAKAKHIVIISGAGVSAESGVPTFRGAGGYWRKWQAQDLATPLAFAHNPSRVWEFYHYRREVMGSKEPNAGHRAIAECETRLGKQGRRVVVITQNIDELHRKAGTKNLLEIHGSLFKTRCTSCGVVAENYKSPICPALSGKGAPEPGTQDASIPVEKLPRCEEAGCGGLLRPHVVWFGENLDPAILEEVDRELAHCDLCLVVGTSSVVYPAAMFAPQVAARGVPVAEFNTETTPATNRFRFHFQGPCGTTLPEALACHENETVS
# miR-122 sensor: inhibitors of miR-122 in Huh7 cells; Huh7 miR-122 Renilla luciferase sensor, 48 h; neutral wells = 0, positive control = 100; 0.3% of 340,000 active; activation (reporter increase), % at 12.5 µM;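 active = mean replicate activation score at least 90 and every replicate individually at or above 90; inconclusive = only one of the two criteria met; inactive = neither criterion met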;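 also: higher luciferase means less miR-122 activity so hits act as miR-122 inhibitors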
# ERp5 block: inhibitors of human ERp5; Q15084; ERp5 insulin aggregation, absorbance 650 nm, 90 min; inhibition, % at 9.99 µM; 0.05% of 350,000 active;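 active = mean replicate inhibition above about 25%, with every replicate also reaching it, limit read from the data, passing the limit was not always enough; inconclusive = only one of those two criteria met; inactive = neither criterion met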
# Target sequence (Q15084 whole entry, looked up): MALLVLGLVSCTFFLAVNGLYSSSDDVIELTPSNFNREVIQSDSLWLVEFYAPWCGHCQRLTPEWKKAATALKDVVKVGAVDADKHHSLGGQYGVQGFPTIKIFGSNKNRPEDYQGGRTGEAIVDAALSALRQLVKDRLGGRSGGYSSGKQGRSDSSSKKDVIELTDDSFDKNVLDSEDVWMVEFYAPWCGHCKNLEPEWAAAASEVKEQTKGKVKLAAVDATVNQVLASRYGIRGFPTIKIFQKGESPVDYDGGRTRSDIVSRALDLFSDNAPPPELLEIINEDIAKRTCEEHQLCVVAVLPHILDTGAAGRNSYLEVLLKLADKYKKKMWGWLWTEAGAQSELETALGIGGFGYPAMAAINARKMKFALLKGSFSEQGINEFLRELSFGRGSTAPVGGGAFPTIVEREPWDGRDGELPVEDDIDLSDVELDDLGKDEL
# DENV2 CPE rescue: DENV2-induced cell death inhibition. DENV2-infected cells, cytopathic effect rescue, plate reader. CPE inhibition, % at 9.99 µM. 1.7% of 350,000 active; in the data active = CPE inhibition above about 20%, passing the limit was not always enough; inconclusive = no clear call, values can overlap the other calls; tested in BHK-21 cells;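 also: 0% = median of neutral control wells and 100% = median of positive control wells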
# ERAP1 inh: blocks human ERAP1 aminopeptidase activity; inhibition, % at 10.7 µM; 0.15% of 340,000 active; Q9NZ08; AID 652197; recombinant ERAP1, Leu-AMC fluorescence, 60 min;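 active = mean replicate inhibition of at least 30%, or all replicates individually reaching that 30% level; inactive = mean below 30% and not every replicate reaching it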;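 also: 0% = neutral control wells and 100% = L-leucinethiol positive control wells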
# F508del corr: CFTR F508del correction in bronchial cells | activity (quench increase), % at 7.58 µM | AID 720511 | 0.36% of 350,000 active | CFBE cells, YFP halide quenching; stimulated with forskolin plus potentiator P3; % fluorescence drop versus neutral controls;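 active = mean added fluorescence quench of at least 8% versus neutral control, with both replicates also reaching 8%; inconclusive = only one of the mean or replicate conditions met; inactive = mean below 8% and not both replicates reaching 8%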;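 also: cells transiently co-express mutant CFTR-F508del with the halide-sensitive YFP; corrector assay measuring rescue of mutant channel to the surface after 24 h compound exposure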
# Casp6 inh: blocks human caspase-6 cleavage activity; inhibition, % at 12.5 µM; P55212; purified caspase-6, Z-VEID-R110 cleavage fluorescence; 0.53% of 350,000 active; AID 686996;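 active = mean inhibition across replicates at least about 35%, with every replicate also reaching that limit, limit read from the data; inconclusive = only one of the two criteria met; inactive = neither criterion met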;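 also: 0% = median of neutral control wells and 100% = no fluorescence left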
# Target sequence (P55212 24-179 limits assumed): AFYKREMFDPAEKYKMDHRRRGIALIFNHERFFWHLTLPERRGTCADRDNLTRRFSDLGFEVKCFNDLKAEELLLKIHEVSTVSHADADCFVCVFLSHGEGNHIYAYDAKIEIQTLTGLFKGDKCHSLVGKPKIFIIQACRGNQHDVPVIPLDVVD
# Target sequence (P55212 194-293 limits assumed): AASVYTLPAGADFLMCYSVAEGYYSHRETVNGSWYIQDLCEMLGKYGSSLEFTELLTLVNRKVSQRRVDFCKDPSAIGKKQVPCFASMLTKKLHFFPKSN
# Active calls of the source: *; u = inconclusive; x = no result given; [ ] = remark or other dose.
1. O=C(NC1(C(=O)O)CCCC1)c1ccccc1
2. CCCC(=O)Nc1ccc2c(c1)OC[C@H](C)N(Cc1ccccc1F)C[C@@H](C)[C@@H](OC)CN(C)C2=O
3. CC(C)(C)OC(=O)C[C@@H]1C/C=C\C[C@H](CC(=O)NCCO)C(=O)NC[C@@H](c2ccccc2)OC1=O
4. OC[C@@H]1[C@@H](c2ccccc2)C2(CN(Cc3ccccc3F)C2)N1Cc1ccccc1F
5. C=CCN=Cc1sc2ccc(OCC)cc2c1O
6. CC(C)OCCCn1c(=NC(=O)c2cccs2)c(C#N)cc2c(=O)n3ccccc3nc21
7. CNC(=O)COC(=O)C1CCN(S(=O)(=O)c2ccc3c(c2)OCCO3)CC1
8. CN1CCCC(CC2Oc3ccccc3Sc3ccccc32)C1 (configuration not stated)
9. COc1ccccc1-c1cn[nH]c1-c1ccc(OCc2ccc(F)cc2)cc1O
10. CN1CCN(C(=O)c2cccn(Cc3c(Cl)cccc3Cl)c2=O)CC1
Assay by compound	1	2	3	4	5	6	7	8	9	10
SIRT5 inh	-3.3	7.6	2.6	-7.5	-6.2	-107.1	-3.0	-4.8	-2.1	-19.5
miR-122 sensor	-2.1	x	-5.2	x	x	-5.3	3.1	-3.3	5.4	x
ERp5 block	2.9	-1.8	12.4	-9.7	-3.7	0.3	-6.6	-0.6	-4.4	4.9
DENV2 CPE rescue	8.5	-12.9	u	-11.1	-6.7	4.6	-5.2	-14.0	-2.1	-1.3
ERAP1 inh	-0.2	-3.1	-0.3	2.4	2.2	-407.1	-1.8	5.7	-1.1	-1.4
F508del corr	1.4	1.8	-1.8	10.4*	-6.6	0.2	1.3	-0.5	3.3	0.5
Casp6 inh	0.0	-1.5	-3.1	3.7	-4.8	2.9	-1.1	-1.9	-3.5	-3.5

11. CCC(CC)c1nn2c(N)c(/C=C3\C(C)=Nc4ccccc43)c(=O)nc2s1
12. COc1cc(N)c(Cl)cc1Cl
13. O=C(c1[nH]c(C(F)(F)F)nc1-c1ccccc1)N1CCCCC1
14. COc1ccccc1NC(=O)CCc1nc2ccccc2s1
15. CO[C@@H]1CC[C@@H]2CCOc3c(C#N)cccc3C(=O)N(C)CCCC(=O)N(C)C[C@@H]1O2
16. C[C@@H]1CN([C@H](C)CO)C(=O)c2cc(NC(=O)c3ccncc3)ccc2O[C@H]1CN(C)Cc1ccc2c(c1)OCO2
17. C/C(=N\O)C(=O)NCCN1CCCCC1
18. O=[N+]([O-])c1ccc2c(c1)/C(=N\O)c1ccccc1-2
19. c1cnc2c(-c3ccc4nccn4c3)cccc2c1
20. Cc1ccc2cccc(SCC(=O)Nc3ccc(F)cc3)c2n1
Assay by compound	11	12	13	14	15	16	17	18	19	20
SIRT5 inh	-2.1	5.2	-1.7	0.2	-1.1	x	-0.5	1.6	-5.6	8.2
miR-122 sensor	4.3	3.8	-0.3	x	x	2.5[16.7 µM]	x	-12.9	-2.7	18.1
ERp5 block	1.0	2.2	2.3	1.4	3.8	-4.4	-0.9	2.8	0.1	-4.6
DENV2 CPE rescue	-0.6	-7.7	16.8	2.7	19.6	1.9	5.5	0.9	0.6	-2.4
ERAP1 inh	4.4	-2.8	-0.3	-4.2	2.1	-0.5	2.2	x	-0.7	-3.5
F508del corr	-2.5	-2.6	0.3	-0.1	-2.2	2.2	-4.6	-2.9	2.0	-1.3
Casp6 inh	-1.2	-0.5	0.1	-1.4	-2.5	-0.6	-0.9	1.5	7.1	2.5

21. COc1cccc(C2C3=C(CCCC3=O)Nc3[nH]n(-c4ccccc4)c(=O)c32)c1 (configuration not stated)
22. Cc1ccccc1C(c1ncccc1C)N(C)C(=O)C1CCN(CCOc2ccc(Cl)cc2Cl)CC1 (configuration not stated)
23. O=C(NCc1ccccc1)c1ccc(S(=O)(=O)Nc2cccc(C(F)(F)F)c2)cc1
24. COc1cccc(S(=O)(=O)N[C@H]2C=C[C@H](CC(=O)NCc3ccc(Cl)cc3)O[C@H]2CO)c1
25. CCCCC[C@@H]1C=C(C(=O)O)[C@H](c2cccc(C)c2)N1S(=O)(=O)c1ccc(C)cc1
26. Cc1cc2nc(C(C)(C)C)c(Cc3ccccc3)n2c(C)c1Br
27. O=C(Nc1ccccc1)N1C[C@@H]2[C@H](c3ccccc31)[C@H](CO)N2C(=O)c1ccccn1
28. CC(=O)c1cccc(NC(=O)N2CCC(NC(=O)C3CCCCC3)CC2)c1
29. O=C(O)/C(=C\c1cccc(F)c1)c1ccc(S(=O)(=O)N2CCCCC2)s1
30. O=C(CSc1nnc(CNC(=O)c2cccs2)o1)Nc1ccc(F)cc1F
Assay by compound	21	22	23	24	25	26	27	28	29	30
SIRT5 inh	-0.4	x	-4.4	2.4	0.5	-2.9	3.5	-1.0	-1.1	2.0
miR-122 sensor	21.5	-10.6	5.6	x	8.9	-2.2	35.9[16.7 µM]	-8.6	x	-4.5
ERp5 block	0.3	4.3	2.3	x	-6.3	7.4	0.1	4.5	-5.0	-0.5
DENV2 CPE rescue	0.3	-7.9	2.4	1.3	12.4	-2.7	0.5	-7.2	-2.1	10.7
ERAP1 inh	-1.1	-0.1	1.1	1.9	-2.3	-0.2	3.1	0.6	-1.2	-3.4
F508del corr	-2.5	-1.5	2.4	6.1	-0.2	-4.1	6.2	-6.5	-0.3	-0.4
Casp6 inh	0.2	0.3	2.2	-1.0	3.6	1.5	1.1	4.3	29.7	-0.5

31. O=C(COC(=O)/C=C/c1cccs1)Nc1nc(-c2ccccc2)cs1
32. Cc1oc(-c2cccc(F)c2)nc1CN1CCCN(C(=O)c2ccco2)CC1
33. COc1ccc(/C=C(\NC(=O)c2ccc(OC)cc2)C(=O)N2CCCCC2)cc1
34. O=C(COC(=O)c1cc(Cl)ccc1O)Nc1cc(C(F)(F)F)ccc1N1CCOCC1
35. CN(CCOc1ccccc1)C(=O)c1cc(S(=O)(=O)N2CCOCC2)ccc1Cl
36. CN(CC(=O)Nc1ccccc1C(F)(F)F)C(=O)CN1C(=O)C2CCCCC2C1=O (configuration not stated)
37. CC(C)NC(=O)Nc1ccc2c(c1)C(=O)N([C@@H](C)CO)C[C@H](C)[C@@H](CN(C)Cc1ccc3c(c1)OCO3)OCCCC[C@@H](C)O2
38. CN1CCN(C(=O)C[C@H]2C[C@@H]3c4cc(NC(=O)c5ccc6c(c5)OCO6)ccc4O[C@@H]3[C@H](CO)O2)CC1
39. CCOC(=O)C1(Cc2ccccc2C(F)(F)F)CCN(C2CCN(C(C)C)CC2)CC1
40. Nc1nonc1-n1nnc(C(=O)N/N=C/c2cccc(Cl)c2)c1CSc1ccccc1
Assay by compound	31	32	33	34	35	36	37	38	39	40
SIRT5 inh	0.4	5.9	10.7	x	2.1	-2.2	1.3	-0.3	4.4	-2.7
miR-122 sensor	x	-2.7	28.7	x	-5.3	7.5	3.8[16.7 µM]	-5.1[16.7 µM]	x	5.4
ERp5 block	2.9	-3.6	2.0	-0.4	-2.7	1.2	-6.2	-1.8	-2.9	-0.8
DENV2 CPE rescue	-2.1	-6.0	4.2	-3.6	-5.1	-8.7	7.5	6.7	-13.5	6.2
ERAP1 inh	-1.3	-7.7	-1.3	3.4	-1.2	-0.1	2.3	-2.5	-1.3	1.7
F508del corr	x	-3.1	0.6	-1.2	2.1	-3.6	1.4	0.3	-6.7	-1.4
Casp6 inh	6.0	1.4	2.3	-3.0	4.2	-1.5	-2.7	-28.3	-8.7	-3.1

# Compounds listed so far containing a COOH group:
1. O=C(NC1(C(=O)O)CCCC1)c1ccccc1
25. CCCCC[C@@H]1C=C(C(=O)O)[C@H](c2cccc(C)c2)N1S(=O)(=O)c1ccc(C)cc1
29. O=C(O)/C(=C\c1cccc(F)c1)c1ccc(S(=O)(=O)N2CCCCC2)s1
Assay by compound	1	25	29
SIRT5 inh	-3.3	0.5	-1.1
miR-122 sensor	-2.1	8.9	x
ERp5 block	2.9	-6.3	-5.0
DENV2 CPE rescue	8.5	12.4	-2.1
ERAP1 inh	-0.2	-2.3	-1.2
F508del corr	1.4	-0.2	-0.3
Casp6 inh	0.0	3.6	29.7

# Carrying on.
41. CN1[C@@H]2c3ccc(-c4ccccc4)c(=O)n3C[C@@H]2[C@@H](CO)[C@@H]1C(=O)NCCc1ccccc1
42. COc1ccc(Cl)cc1NC(=S)NCCc1ccc(S(N)(=O)=O)cc1
43. CCCN(C)C[C@@H]1OCCCC[C@@H](C)Oc2ccc(NC(=O)Cc3ccccc3)cc2C(=O)N([C@H](C)CO)C[C@@H]1C
44. COc1ccccc1NS(=O)(=O)c1cccc(NC(=O)c2cncc(Br)c2)c1
45. COC(=O)C[C@H]1C[C@@H]2c3cc(NS(=O)(=O)c4ccc(F)cc4)ccc3O[C@@H]2[C@H](CO)O1
46. Nc1nccnc1C(=O)OCC(=O)NC1CCCc2ccccc21 (configuration not stated)
47. O=c1[nH]c(Nc2ccccc2Cl)cc2ccccc12
48. C[C@@H]1CN([C@@H](C)CO)C(=O)c2cccc(NC(=O)c3nc4ccccc4s3)c2O[C@@H]1CN(C)C(=O)Nc1ccc(F)cc1
49. CCC(=O)Nc1cccc(NC(=O)c2ccccc2Br)c1
50. CC(=O)OCCOCn1cnn2c(=O)c(Br)c(C)nc12
Assay by compound	41	42	43	44	45	46	47	48	49	50
SIRT5 inh	-0.3	-2.3	-2.4	-5.9	1.6	-8.5	0.6	3.1	-2.8	-4.0
miR-122 sensor	x	x	12.5[16.7 µM]	64.4	2.3[16.7 µM]	x	5.8	53.2[16.7 µM]	x	-1.4
ERp5 block	3.3	1.4	-0.4	-4.6	0.2	-6.7	9.9	1.5	-3.1	-0.4
DENV2 CPE rescue	-6.6	-0.9	4.7	-3.8	4.3	0.1	1.8	-7.9	4.5	0.5
ERAP1 inh	-0.7	-1.8	1.5	0.3	4.9	-11.6	4.8	1.1	1.9	0.9
F508del corr	x	1.5	-2.1	1.0	-2.6	2.6	-1.2	3.4	-1.1	-2.7
Casp6 inh	1.8	-0.6	-1.9	-1.4	-0.8	-0.9	87.6*	-1.5	-3.5	1.1

51. C[C@@H]1CCCCO[C@@H](CN(C)CC2CC2)[C@@H](C)CN([C@H](C)CO)C(=O)c2cc(NC(=O)CCCN(C)C)ccc2O1
52. Nc1[nH]c(C(=O)c2ccccc2)c(-c2ccccc2Br)c1C(=O)NCCc1c[nH]c2ccccc12
53. CNC[C@@H]1Oc2ccc(NS(=O)(=O)c3ccc(Cl)cc3)cc2CC(=O)N([C@H](C)CO)C[C@H]1C
54. Cc1ccc(N2CC(C(=O)NC3CCC(C)CC3)CC2=O)cc1 (configuration not stated)
55. CCOc1ccccc1-n1nnnc1SCC(=O)NCC1(N2CCOCC2)CCCCC1
56. O=C(C[C@H]1C[C@@H]2c3cc(NC(=O)NC4CCCC4)ccc3O[C@@H]2[C@H](CO)O1)NCc1ccc2c(c1)OCO2
57. CCOC(=O)c1cc(-c2cccnc2)nn1-c1ccccc1C
58. Cc1c(Cl)ccc2sc(NC(=O)C3CC3)nc12
59. Cc1ccc(S(=O)(=O)N(C)C)cc1NC(=S)N(CCC#N)Cc1cccnc1
60. O=C1CNC[C@@H]2[C@H](c3ccc(C#Cc4cccnc4)cc3)[C@H](CO)N12
Assay by compound	51	52	53	54	55	56	57	58	59	60
SIRT5 inh	1.6	-2.6	-1.1	-3.9	0.6	0.9	-2.0	3.5	-2.7	-4.1
miR-122 sensor	0.0[16.7 µM]	x	-5.0[16.7 µM]	-6.5	7.9	3.9[16.7 µM]	2.2	x	8.8	x
ERp5 block	7.4	-0.2	-0.2	-6.1	2.0	-1.4	1.0	-1.2	-3.5	-5.1
DENV2 CPE rescue	-0.8	0.5	-1.3	-2.0	5.8	x	-3.0	-3.1	-5.7	8.7
ERAP1 inh	2.1	-2.3	3.6	-0.8	2.7	1.5	-3.9	4.0	3.4	-7.3
F508del corr	-0.5	-3.1	-2.1	1.6	-5.7	-1.0	-2.1	1.2	3.5	4.4
Casp6 inh	1.7	-2.6	1.4	-3.0	2.2	-0.4	1.7	1.5	1.0	-0.2
